Screening data: PubChem, Broad Institute
E-selectin induc – E-selectin induction on HUVECs; P16581; HUVEC E-selectin immunofluorescence imaging; normalized: neutral wells 0, TNF-alpha wells 100; activation, % at 7.58 µM; hit rate 0.37% among 260,000; AID 686992;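 active = mean E-selectin-positive cell signal at least 10% of the positive control, reached in at least 60% of replicates, without over 20% cell loss; inconclusive = no rule given, readout overlaps actives, possibly toxicity-flagged; inactive = the rest, including those meeting only one limit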;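 note: in these data hits start at about 27%; measured in HUVEC primary endothelial cells; signal is the percent of cells scored E-selectin positive by PE staining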
Target sequence (P16581 whole entry, looked up): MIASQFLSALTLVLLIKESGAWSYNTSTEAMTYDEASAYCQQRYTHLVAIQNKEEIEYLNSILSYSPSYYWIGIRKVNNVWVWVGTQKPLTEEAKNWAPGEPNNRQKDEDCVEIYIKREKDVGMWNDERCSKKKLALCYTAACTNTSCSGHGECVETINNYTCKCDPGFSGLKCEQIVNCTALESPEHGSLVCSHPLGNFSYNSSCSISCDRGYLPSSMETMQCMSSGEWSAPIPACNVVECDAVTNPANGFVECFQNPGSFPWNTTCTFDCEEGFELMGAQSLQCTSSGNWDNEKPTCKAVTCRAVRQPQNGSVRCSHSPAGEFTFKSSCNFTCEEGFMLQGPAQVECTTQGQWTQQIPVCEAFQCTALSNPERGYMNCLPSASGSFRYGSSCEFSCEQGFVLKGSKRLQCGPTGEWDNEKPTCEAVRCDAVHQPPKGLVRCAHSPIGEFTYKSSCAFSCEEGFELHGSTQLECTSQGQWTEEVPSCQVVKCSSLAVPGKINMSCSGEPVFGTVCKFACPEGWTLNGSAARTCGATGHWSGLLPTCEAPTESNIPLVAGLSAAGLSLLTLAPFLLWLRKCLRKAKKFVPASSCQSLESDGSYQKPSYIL
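Read-out: % PE-positive cells | Test system: HUVEC | Doses: One compound dose added by pin transfer | Buffer or medium: EGM-2 over gelatin coat | Signal: Immunofluorescence imaging | Benchmarks: TNF-alpha, DMSO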
RAD52 inh – RAD52 (human) annealing inhibition. recombinant RAD52 DNA annealing, FRET fluorescence. AID 651710. P43351. inhibition, % at 18.7 µM. hit rate 0.46% among 360,000;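 active = every replicate showing at least 50% inhibition; inconclusive = mean inhibition at least 50% but not in every replicate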
Target sequence (P43351 whole entry, looked up): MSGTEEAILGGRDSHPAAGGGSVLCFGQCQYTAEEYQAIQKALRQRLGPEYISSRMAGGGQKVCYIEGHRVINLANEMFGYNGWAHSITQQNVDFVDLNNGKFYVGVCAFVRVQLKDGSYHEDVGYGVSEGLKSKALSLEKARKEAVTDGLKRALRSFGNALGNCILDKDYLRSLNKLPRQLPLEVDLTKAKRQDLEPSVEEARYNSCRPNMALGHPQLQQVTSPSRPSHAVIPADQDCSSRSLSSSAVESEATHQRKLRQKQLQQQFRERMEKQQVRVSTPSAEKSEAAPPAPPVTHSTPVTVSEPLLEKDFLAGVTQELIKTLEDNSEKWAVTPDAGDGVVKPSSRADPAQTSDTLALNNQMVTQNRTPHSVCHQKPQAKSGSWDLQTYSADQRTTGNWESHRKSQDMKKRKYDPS
miR-122 sensor – miR-122 inhibition in Huh7 cells | Huh7 miR-122 Renilla luciferase sensor, 48 h; neutral wells = 0, positive control = 100 | AID 602342 | activation (reporter increase), % at 12.5 µM | hit rate 0.3% among 340,000;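 active = mean replicate activation score at least 90 and every replicate individually at or above 90; inconclusive = only one of the two criteria met; inactive = neither criterion met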;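 note: higher luciferase means less miR-122 activity so hits act as miR-122 inhibitors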
Cneo AK release – causes C. neoformans cell lysis | adenylate kinase release luminescence, 4 h; normalised: neutral wells 0, clomiphene wells 100 | lysis activity, % at 15 µM | hit rate 0.2% among 360,000;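 active = mean lysis activity across replicates of at least 80%, whatever share of replicates individually reach that level; inactive = mean lysis activity below 80%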
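Material – Cryptococcus neoformans yeast cells · Quantity – 5 × 10^6 yeast cells/mL · Buffer or medium – YPD medium · Compound – single dose · Timing – 4 h static compound exposure, 37 °C, read 1 h post-reagent · Signal – adenylate kinase release luminescence · Read-out basis – lysis from increased AK signal · Benchmarks – Clomiphene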
ERAP1 inh – inhibitors of human ERAP1 aminopeptidase; Q9NZ08; recombinant ERAP1, Leu-AMC fluorescence, 60 min; inhibition, % at 10.7 µM; hit rate 0.15% among 340,000; AID 652197;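 active = mean replicate inhibition of at least 30%, or all replicates individually reaching that 30% level; inactive = mean below 30% and not every replicate reaching it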;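 note: 0% = neutral control wells and 100% = L-leucinethiol positive control wells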
RAD54 branch – RAD54 (human) branch migration inhibition | Q92698 | RAD54 Holliday junction branch migration, FAM/BHQ fluorescence | inhibition, % at 10.4 µM | hit rate 0.14% among 360,000 | AID 602329;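 active = mean normalized replicate activity at least 40 and at least half of replicates scoring 40 or more; inconclusive = only one of the two criteria met; inactive = mean below 40 and under half of replicates reaching 40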;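 note: 0% = median of neutral control wells and 100% = median of positive control wells; inhibitors cause a drop in the FAM fluorescence signal; in these data hits start at about 50%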
PGC1a acetyl inh – PGC1a acetylation modulation, inhibitor mode | U2OS PGC1a acetylation, AlphaScreen anti-acetyl-lysine; with virally co-expressed GCN5 acetyltransferase | inhibition, % at 15.6 µM | hit rate 0.17% among 350,000 | AID 651687;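 active = every replicate shows inhibition of at least 40%; inconclusive = mean inhibition at least 40% but some replicate below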;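 note: 0% = neutral control wells and 100% = positive control wells; some results beyond the cut were filed as inactive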
PglD DTNB – inhibitors of Campylobacter jejuni PglD acetyltransferase. AID 602405. inhibition, % at 12.5 µM. hit rate 0.098% among 360,000. purified PglD enzyme, DTNB colorimetric CoA detection; in the data active = inhibition above about 16%, passing the limit was not always enough; inconclusive = no clear call, values can overlap the other calls; note: strong numbers were not always called active
Starred values were filed as active, the others as inactive; ? = inconclusive; . = no result given; [ ] = another dose, or the depositor's remark.

SMILES	E-selectin induc	RAD52 inh	miR-122 sensor	Cneo AK release	ERAP1 inh	RAD54 branch	PGC1a acetyl inh	PglD DTNB
CCOc1ccc(N(CC)C(=O)COc2cc(=O)n(CC)c3ccccc23)cc1	.	.	-4	0	.	3	-5	0
CC(CCc1ccccc1)NC(=O)c1ccncc1 (stereo not drawn)	.	.	-8	0	.	-11	2	-1
CN(CCC1CCCCO1)C(=O)CCc1nnc(C2CCCCC2)o1 (stereo not drawn)	2.5	-1	-5	.	-2	.	6	.
CCOc1ccccc1C(=O)n1nc(C)cc1C	.	.	0	2	.	-5	-4	-5
CC1=NN(C(=O)CCCc2ccccc2)C(O)(C(F)(F)F)C1 (stereo not drawn)	0.8	-5	4	0	-2	1	-2	-1
COc1ccc(NC(=O)CN(C)S(=O)(=O)c2ccc(Cl)cc2)cn1	-0.3	-16	2	1	-2	6	-8	-3
C[C@H]1CN([C@@H](C)CO)C(=O)Cc2cc(NC(=O)CCN3CCOCC3)ccc2O[C@H]1CN(C)Cc1ccc(C(=O)O)cc1	0.0	.	2[16.7 µM]	-3	.	-2	2	-5
CCN1CCN(Cc2ccc(NC(=O)c3ccc(C)c(NC(=O)c4csc(-c5ccncc5)n4)c3)cc2C(F)(F)F)CC1	-0.1	75*	-13	2	0	13	.	-108
COc1cccc(S(=O)(=O)N2C[C@@H](O)COC[C@@H]3O[C@@H](CC(=O)N4CCN(c5ccccc5)CC4)CC[C@H]32)c1	-0.1	.	0[16.7 µM]	-1	.	9	-9	-3
COc1cccc(S(=O)(=O)Nc2ccc3c(c2)[C@H]2C[C@@H](CC(=O)NCc4cccc(F)c4)O[C@@H](CO)[C@H]2O3)c1	-0.6	1	-5[16.7 µM]	0	2	6	2	-1
O=C(C[C@@H]1C[C@@H]2c3cc(NC(=O)Nc4ccccc4F)ccc3O[C@@H]2[C@H](CO)O1)NCC(F)(F)F	0.8	-3	-7[16.7 µM]	-1	-2	5	-9	4
COc1cccc(COC(=O)c2c(C)nn(-c3ccccc3)c2Cl)c1OC	.	1	6	1	4	-16	-3	0
Cc1cc(C(=O)COC(=O)c2ccc3c(c2)OCO3)c(C)n1Cc1cccs1	.	.	-1	1	.	-10	8	1
COc1ccccc1N(CC(O)COc1ccccc1C)S(=O)(=O)c1ccccc1 (stereo not drawn)	-0.8	-1	39	2	-3	5	.	-1
CCN1C(=O)C(CC(=O)Nc2ccc(OC)cc2)N(CCc2ccccc2)C1=S (stereo not drawn)	0.6	-2	8	.	-2	.	-11	.
O=P(O)(COc1ccccc1)COc1ccccc1	.	.	-6	4	.	-5	.	2
COCCCNC(=O)/C(C#N)=C/c1c(N2CCN(c3cccc(Cl)c3)CC2)nc2c(C)cccn2c1=O	0.0	-29	1	-1	-6	6	.	-14
COc1cccc(C(=O)N(CN2CCCC2=O)c2cccc(Cl)c2)c1OC	.	.	4	-1	.	0	-6	1
CCc1cccc(OCCN2CCCC2)c1	.	-9	-2	.	0	.	-5	.
COc1cccc(-c2ccc([C@H]3[C@H]4CN(C(=O)C5CCOCC5)CC(=O)N4[C@H]3CO)cc2)c1	-0.3	0	.	.	3	.	-9	.
Cc1ccc(S(=O)(=O)N2C[C@H](O)COC[C@H]3O[C@@H](CC(=O)NCc4ccc(Cl)c(Cl)c4)CC[C@@H]32)cc1	0.5	-151	-4[16.7 µM]	-2	0	-4	4	1
Cc1cc(C(=O)Nc2sc(C)c(C)c2C#N)no1	.	.	7	2	.	-6	3	-1
CCN(CC)CCn1c2c(c(SCC(=O)Nc3cccc(C(C)=O)c3)nc1=O)CCCC2	.	-9	.	1	-1	-6	.	0
O=C(Nc1ccccc1N1CCOCC1)[C@@H]1O[C@H](CO)[C@H](O)[C@H](O)[C@H]1O	-0.2	-15	-1	0	0	-2	-10	16
O=C(CC[C@H]1O[C@@H](n2ccc(=O)[nH]c2=O)[C@H](O)[C@@H]1O)N1CCN(c2ccccn2)CC1	0.2	-9	-5	-2	-1	-7	-3	3
SMILES	E-selectin induc	RAD52 inh	miR-122 sensor	Cneo AK release	ERAP1 inh	RAD54 branch	PGC1a acetyl inh	PglD DTNB
C[C@@H]1CCCCO[C@@H](CN(C)S(=O)(=O)c2cn(C)cn2)[C@@H](C)CN([C@H](C)CO)C(=O)c2cc(NS(=O)(=O)c3ccccc3)ccc2O1	0.1	-19	-1[16.7 µM]	1	-1	0	-9	-2
CCC(=O)N1C[C@H](C)[C@@H](OC)CN(C)C(=O)c2cc(NS(C)(=O)=O)ccc2OC[C@@H]1C	-0.2	5	-6[16.7 µM]	3	3	-1	7	-3
Cc1ccc(S(=O)(=O)N(CC(=O)N2CCCCCC2)c2ccccc2)cc1	.	.	76	-6	.	6	-17	16
CCCCN1CC(=O)N2[C@H]3c4cc(OC)ccc4OC[C@@H]3[C@H](C(=O)OCC)[C@]2(C)C1=O	0.2	-13	-4	3	-2	3	.	-4
C[C@@H]1CN([C@H](C)CO)C(=O)Cc2cc(NC(=O)CCC(F)(F)F)ccc2O[C@@H]1CN(C)C(=O)Nc1ccc(F)cc1	-0.5	-5	-5[16.7 µM]	-1	2	4	-6	0
O=C(CN1C(=O)NC2(CCCC2)C1=O)NNC(=O)c1ccccc1F	-0.6	-13	-4	1	-3	-13	-2	-9
O=C(COC(=O)c1cc(F)c(F)cc1Cl)NC1CCCCCC1	-0.2	1	-3	-1	1	-9	-1	4
O=C(NC(=S)NCC1CCCO1)c1ccccc1 (stereo not drawn)	?	3	-6	-1	0	15	3	7
Cc1cc2ccccc2c(=O)n1CC(=O)N1CCN(c2cccc(Cl)c2)CC1	.	.	3	-2	.	5	.	-5
CC(OC(=O)/C(C#N)=C/c1ccc(N(C)C)cc1)C(=O)N(C)Cc1ccccc1 (stereo not drawn)	-0.6	-280	.	6	0	-45	.	-5
Cc1ccc([C@@H]2CC=C(C(=O)O)[C@H](c3ccc(Cl)cc3)N2S(=O)(=O)c2ccccc2C)cc1	14	-12	3	-1	.	0	3	2
CN1C(=O)c2cc(NC(=O)Cc3cccs3)ccc2OC[C@@H]2O[C@H](CC(=O)O)CC[C@H]21	0.0	-5	0[16.7 µM]	2	-2	2	6	-3
Cc1nnc(SCC(=O)NNC(=O)c2ccco2)s1	-0.1	-2	.	3	1	3	.	-1
C=CCn1c(NC(C)c2cc(Cl)ccc2O)nc2ccccc21 (stereo not drawn)	-1.0	-7	-6	1	1	-3	-2	2
COCCNC(=O)C[C@@H]1CC[C@H]2[C@@H](COC[C@@H](O)CN2C(=O)Nc2ccccc2OC)O1	0.0	-7	-4[16.7 µM]	1	-1	3	-10	-2
CC=Cc1ccc2n(c1=O)C[C@@H]1[C@@H](CO)[C@H](C(=O)NCC3CCCCC3)[C@H]2N1C(C)=O (mixture of isomers)	0.1	5	.	55	10	-5	.	8
O=C(CNS(=O)(=O)c1cccc2nsnc12)NCc1ccc(Cl)cc1	-2.4	.	6	-2	.	-5	12	-1
O=S(=O)(NC1CCCC1)c1ccc(S(=O)(=O)N(Cc2cccs2)CC2CCCO2)cc1 (stereo not drawn)	.	-26	52	1	-2	-8	-8	1
CC(C)N(Cc1ccccc1)C(=O)CN1C(=O)NC2(CCCC2)C1=O	.	-12	6	0	0	-3	9	0
COc1cccc(-c2sc3ccc(OC)cc3c2-c2cc(F)cc(OC)c2)c1	0.0	-12	-8	-1	-3	-18	.	4
Clc1ccc2nc(COc3ccccc3)[nH]c2c1	0.4	-10	4	38	-3	3	-89	5
O=C(Cn1ncc2c1-c1ccccc1OC2)Nc1ccc(Cl)cn1	0.7	-11	0	-1	5	-3	.	4
Brc1cc2c(cc1/C=N/Nc1nc(N3CCCC3)nc(N3CCOCC3)n1)OCO2	.	.	-1	0	.	7	0	5
Cc1cccc(Nc2c([N+](=O)[O-])c(=O)oc3ccccc23)c1	2.1	-3	.	.	6	.	7	.
CC(C)NC(=O)Cn1cc(C(=O)COc2ccccc2)c2ccccc21	-4.4	-3	5	3	-1	1	.	-3

RAD52 inh: hit marks shown above
SMILES	RAD52 inh	miR-122 sensor	ERAP1 inh	PGC1a acetyl inh	PglD DTNB
CCN1CCN(Cc2ccc(NC(=O)c3ccc(C)c(NC(=O)c4csc(-c5ccncc5)n4)c3)cc2C(F)(F)F)CC1	75*	-13	0	.	-108

(listing goes on)
SMILES	E-selectin induc	RAD52 inh	miR-122 sensor	Cneo AK release	ERAP1 inh	RAD54 branch	PGC1a acetyl inh	PglD DTNB
CCC(=O)N1CCc2cc(S(=O)(=O)CCC(=O)N3CCN(c4ccccc4)CC3)ccc21	.	-23	1	-2	2	-5	4	4
O=C(NCC(c1ccco1)N1CCc2ccccc21)c1ccc([N+](=O)[O-])cc1 (stereo not drawn)	0.2	-8	.	1	1	2	4	2
Cc1ccc([C@H]2C[C@@H](O)[C@H](n3cc(-c4ccc(F)cc4)nn3)CN2Cc2cccs2)cc1	.	-3	-5	1	-3	6	8	2
C[C@H](CO)N1C[C@H](C)[C@H](CN(C)S(=O)(=O)c2cn(C)cn2)Oc2c(NC(=O)Nc3ccc(F)cc3)cccc2C1=O	-10	8	.	.	1	.	8	.
CC(C)C(OC(=O)c1ccco1)C(=O)NCc1ccc2c(c1)OCO2 (stereo not drawn)	.	4	.	-1	3	6	.	-6
O=C(CNc1ccc(C(F)(F)F)cc1)Nc1cccc(S(=O)(=O)N2CCCCC2)c1	0.8	3	6	-4	-4	-2	-10	0
COc1ccc(CN2CCN(C(=O)c3cccc(OC)c3OC)CC2)cc1OC	0.1	-10	-4	-2	-5	-3	-1	-11
N#CCSc1ccc(S(=O)(=O)N2CCOCC2)cn1	0.8	-15	.	-3	1	1	6	6
COc1ccc(COC(=O)N/N=C(\C)CC(=O)Nc2ccc(Cl)cn2)cc1	1.2	-13	-9	0	3	6	5	-3
Cc1cccc(C(=O)C(O)(c2ccccc2)C2CCCCC2=O)c1 (stereo not drawn)	-0.2	-5	.	-1	3	-4	.	5
CO[C@H]1CN(C)C(=O)c2ccc(NC(=O)C3CC3)cc2OC[C@@H](C)N(Cc2nccs2)C[C@H]1C	-0.2	4	5[16.7 µM]	0	-2	-6	.	1

Taken from the entries so far, 6 compounds:
SMILES	E-selectin induc	RAD52 inh	miR-122 sensor	Cneo AK release	ERAP1 inh	RAD54 branch	PGC1a acetyl inh	PglD DTNB
CCC(=O)N1CCc2cc(S(=O)(=O)CCC(=O)N3CCN(c4ccccc4)CC3)ccc21	.	-23	1	-2	2	-5	4	4
O=C(NCC(c1ccco1)N1CCc2ccccc21)c1ccc([N+](=O)[O-])cc1 (stereo not drawn)	0.2	-8	.	1	1	2	4	2
Cc1ccc([C@H]2C[C@@H](O)[C@H](n3cc(-c4ccc(F)cc4)nn3)CN2Cc2cccs2)cc1	.	-3	-5	1	-3	6	8	2
C[C@H](CO)N1C[C@H](C)[C@H](CN(C)S(=O)(=O)c2cn(C)cn2)Oc2c(NC(=O)Nc3ccc(F)cc3)cccc2C1=O	-10	8	.	.	1	.	8	.
CC(C)C(OC(=O)c1ccco1)C(=O)NCc1ccc2c(c1)OCO2 (stereo not drawn)	.	4	.	-1	3	6	.	-6
O=C(CNc1ccc(C(F)(F)F)cc1)Nc1cccc(S(=O)(=O)N2CCCCC2)c1	0.8	3	6	-4	-4	-2	-10	0
